Screens from PubChem.
mcGAS lum = cyclic GMP-AMP synthase inhibitors, mouse, primary biochemical chemiluminescence; recombinant cGAS, Kinase-Glo ATP depletion luminescence; inhibition, % at 12.5 µM; 160,000 compounds, 0.15% hits; AID 1259399, 2018;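 also: 0% = negative control wells and 100% = reference inhibitor with no enzyme activity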
hcGAS inh = Primary biochemical luminescence assay for human cyclic GMP-AMP synthase inhibitors; 290,000 compounds, 0.081% hits; Q8N884; inhibition, % at 12.5 µM; recombinant h-cGAS, ATP depletion, Kinase-Glo luminescence; AID 1259398, 2018;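 also: 0% = vehicle reaction and 100% = reaction without DNA for no activity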
Target sequence (Q8N884 whole entry, looked up): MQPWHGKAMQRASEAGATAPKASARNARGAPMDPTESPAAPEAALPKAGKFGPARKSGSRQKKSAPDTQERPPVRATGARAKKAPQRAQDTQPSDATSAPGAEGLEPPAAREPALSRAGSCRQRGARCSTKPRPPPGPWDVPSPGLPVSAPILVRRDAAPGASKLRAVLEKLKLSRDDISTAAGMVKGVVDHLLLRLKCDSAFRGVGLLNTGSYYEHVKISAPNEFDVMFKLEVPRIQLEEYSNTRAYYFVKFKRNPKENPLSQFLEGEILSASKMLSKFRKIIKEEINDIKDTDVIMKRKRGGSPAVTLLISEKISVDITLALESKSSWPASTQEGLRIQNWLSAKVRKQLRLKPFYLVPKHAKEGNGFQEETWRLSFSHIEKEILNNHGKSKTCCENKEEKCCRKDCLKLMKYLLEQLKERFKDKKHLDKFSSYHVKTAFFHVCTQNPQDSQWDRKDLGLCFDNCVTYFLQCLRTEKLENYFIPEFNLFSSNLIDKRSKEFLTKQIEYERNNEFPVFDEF
NPYLR7 agonist = agonists of mosquito NPYLR7 receptor, primary screen, cell-based, Aedes aegypti, calcium fluorescence, mosquito biting behavior; activation, % at 10 µM; Aedes aegypti neuropeptide Y-like receptor 7 (NPYLR7); 270,000 compounds, 0.15% hits; HEK293T NPYLR7/Galpha15, GCaMP6s calcium fluorescence; in the data active = activation above about 40%;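 also: 0% = vehicle and 100% = reference agonist at the receptor; some compounds past the cut are filed as inactive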
Active calls of the source: *; x = not tested or not shown; & = joins results of further samples. Rule as the data show it, unless noted: active = inhibition above about 40%; inactive = the rest.

SMILES	mcGAS lum	hcGAS inh	NPYLR7 agonist
CC(C)c1cccc(Nc2cc3[nH]c(-c4ccc(C(=O)N(C)C)cc4)cc3cn2)c1	-6	-7	-15
CCn1c(C2CCCNC2)nn(Cc2nc(-c3cccs3)oc2C)c1=O (stereo not given)	-18	-7	18
COc1ccc(CN(Cc2cccc(F)c2)C(=O)c2ccc3cccnc3n2)cc1	x	-9	1
O=C(Nc1ccnn1C1CCN(CCC2CCOC2)CC1)c1ccccc1 (stereo not given)	x	-7	4
COc1ccc(S(=O)(=O)NCCc2nnc3ccc(SCc4cc(C)ccc4C)nn23)cc1	-6	-1	3
O=C(Nc1ccccc1)Nc1ccc2nc(Cc3ccccc3)nn2c1	-7	-4	10
CC(C)CN1CCN(c2nc3c(c(=O)[nH]c(=O)n3C)n2Cc2ccc(Cl)c(Cl)c2)CC1	x	-5	-7
CC(OC(=O)c1ncc(Cl)c(Cl)c1Cl)C(=O)C12CC3CC(CC(C3)C1)C2 (stereo not given)	-9	-13	3
Cc1nc2c(c(=O)n1C)CCN(C(=O)c1cn3ccsc3n1)CC2	4	4	-15
CN1CCN(c2onc(-c3ccc(F)cc3)c2CN(CC2CCCO2)C(=O)C2CCCC2)CC1 (stereo not given)	-5	-2	5
CCCCC(=O)Nc1cc(C)c2c(=O)oc3ccccc3c2n1	x	-7	1
CCc1ccc(N(CC(=O)N(C)C)S(C)(=O)=O)cc1	x	-4	4
Cc1cc2cc(CCNC(=O)c3cccc(C(F)(F)F)c3)c(=O)[nH]c2cc1C	-8	-9	1
COc1ccccc1NS(=O)(=O)c1ccc(Cl)cc1	-5	3	-1
COC(=O)C(C)CS(=O)(=O)Nc1ccc(F)c(NC(C)=O)c1 (stereo not given)	x	4	0
CS(=O)(=O)N1CCC(NC(Cn2ccnc2)c2ccccc2)CC1 (stereo not given)	x	-6	2
CCCOC1CCCN(C(=O)c2ccc3c(c2)OCO3)C1 (stereo not given)	x	-4	-2
O=C(Nc1ccc2c(c1)CCC2)C1CCN(c2nccs2)CC1	-13	-1	-1
CC(C)NC(=O)Nc1ccc(N(C)C)c(CN(C(=O)C2CC2)C(C)c2ccccc2)c1 (stereo not given)	-4	-1	-1
COc1cccc(C2=C(C(C)=O)Sc3nnc(-c4ccc(Cl)cc4)n3N2C(C)=O)c1	x	-8	12
CC(C)CSc1nnc(SCC(=O)Nc2ccc(C#N)cc2)s1	x	-8	4
CC(C)Cc1cc(C(=O)N2CCn3cccc3C2c2ccccn2)no1 (stereo not given)	x	-4	10
O=C(c1cccc(Br)c1)N1CCCC(NCc2ccccc2)C1 (stereo not given)	x	-13	4
CN1CCN(n2c3c(c(SCC(=O)NCc4ccccc4)nc2=O)CCC3)CC1	-10	-10	-3
COc1ccc(Cl)cc1C(=O)Nn1cnc2c(cnn2-c2ccc(C)cc2)c1=O	x	1	12
Cc1nc(-c2nccn2C(C)Cc2cccnc2)co1 (stereo not given)	x	-1	13
N#Cc1ccc(C(=O)Nc2ccc3[nH]cc(CCN4CCN(c5cccc(C(F)(F)F)c5)CC4)c3c2)cc1	-7	-7	5
Cc1cccc(-n2nc3c(c2NC(=O)c2ccc(S(=O)(=O)N(C)C)cc2)CSC3)c1	-5	-2	-1
CCSC1CCC(N(C)C(=O)Cc2cccc(O)c2)C1 (stereo not given)	x	-8	4
c1cncc(COC2CCN(Cc3cnc(CC4CCCC4)[nH]3)CC2)c1	x	-5	-3
COc1ccc(-c2onc(C)c2C(=O)NC(C)CCc2ccccc2)cc1 (stereo not given)	-6	-4	19
CCCC(CCC)C(=O)Nc1c(C)nc2sccn2c1=O	-8	-10	5
NC(=O)c1cccnc1N1CCC(n2cc(-c3ccsc3)nn2)CC1	-10	-7	1
CN1C[C@H](O)[C@]2(CCN(c3ccccn3)C2)S1(=O)=O	-4	-1	3
COc1ccc(C(=O)C2CCCN(Cc3ccc4nonc4c3)C2)cc1OC (stereo not given)	x	-13	6
Cc1cc2n(c1)CCn1c(C)ccc1-2	x	-9	13
Nc1nc2ccc(OC(F)(F)F)cc2s1	-4&-3	-1&-6&1&4	0&-12&-4&1
O=C1CCCN1CCC1CCN(Cc2nc(-c3ccc(Cl)cc3)no2)CC1	x	0	5
O=C(NCCNC(=O)C1CCN(C(=O)c2ccc(Cl)c(Cl)c2)CC1)c1ccccc1	-5	-6	11
Cn1ccnc1C(=O)c1cccc(-c2ccccc2CN2CCOCC2)c1	-18	-7	9
CCCCCCNC(=O)c1cc(-c2ccccc2F)nc2cc(C(C)(C)C)nn12	-2&-2	4&0	-8&-11
COc1ccccc1NC(=O)NCC(O)CN1CCc2ccccc2C1 (stereo not given)	x	-9	4
NCC1CCC(C(=O)O)CC1 (stereo not given)	-6	-2&-4	-2&0
Cc1ccc(C2(O)CCN(Cc3cc(=O)[nH]c(C4CC4)n3)CC2)nc1	-12	-5	1
Cc1cccc(NC(=O)C23CCC(C)(C2Br)C3(C)C)c1 (stereo not given)	x	-6	1
CCc1cc(C2CCCN2C(=O)NCC(C)C)on1 (stereo not given)	-8	-2	1
COC(=O)Cn1c(=O)c2c(nc3n2CC(C)CN3c2ccc(Oc3ccccc3)cc2)n(C)c1=O (stereo not given)	-1	5	-4
C=CCN(CC1CC(c2ccc(Cl)cc2)=NO1)CC(C)(O)C=C (stereo not given)	-5	-5	-3
COC(=O)CCCCC(=O)N1CCC(n2c(=O)oc3cc(C)ccc32)CC1	-9	-2	27
COCCOC(=O)C1=C(C)N(C)C(=S)NC1c1ccc(NC(=O)c2cccc([N+](=O)[O-])c2)cc1 (stereo not given)	-6	-5	9
CNC(=O)C12CCC(C)(c3nc4cc(C)c(C)cc4nc31)C2(C)C (stereo not given)	x	-8	-3
COc1ccc(CN(C)C(=O)[C@H]2C[C@@H]3C=C[C@H]2C3)c2cccnc12	x	-3	1
CCOc1ccc(CN(C)C(=O)Cn2nc(C(=O)O)c3ccccc3c2=O)cc1	x	-9	8
COc1ccc(CC2SC(=Nc3ccccn3)NC2=O)cc1 (stereo not given)	-6	-1	8
CCOC(=O)C1CCCN(C(=O)c2cccc(Nc3c(Oc4ccc5c(c4)OCO5)cnn(-c4ccc(Cl)c(Cl)c4)c3=O)c2)C1 (stereo not given)	-2	1	2
O=C(c1cc2ccccc2oc1=O)N1CCc2ccccc2C1	-6	-4	-7
CC(=O)c1ccc(N2CCN(C(=O)c3cc4cc(C)ccc4nc3C)CC2)c(F)c1	x	-5	1
CCOc1ccccc1N1CCN(C(=O)c2cc(-c3ccc(C)c(C)c3)nn2-c2ccc(OC)cc2)CC1	-3	0	9
O=C(CN1CCN(C(=O)Nc2ccccc2F)CC1)NC1CC1	-9	-6	4
COc1ccc(/C=C2N=C(/C=C/c3ccc(C)cc3)OC\2=O)c(OC)c1OC	x	2	-2
Additional compounds follow:
SMILES	mcGAS lum	hcGAS inh	NPYLR7 agonist
OC1CCCN(c2ccnc(N3CCC(Oc4ccncc4)CC3)n2)C1 (stereo not given)	x	-5	1
CN(C)c1ncccc1CNS(=O)(=O)c1cccc(F)c1	-13	-7	15
O=C(NCc1ccccc1F)c1cccc(COCC(F)(F)C(F)F)c1	x	5	1
CCOC(=O)C(c1ccc(OC)c(OC)c1)C1C=CC(NC(=O)c2cc(F)c(Cl)cc2Cl)C1 (stereo not given)	1	4	3
Cc1cc(NC(=O)C2(C)CCN2C(=O)Cc2ccccc2Cl)no1 (stereo not given)	-3	-4	0
CC(=O)c1ccc(N2C(=O)C(C)Oc3ccc([N+](=O)[O-])cc32)cc1 (stereo not given)	x	1	7
O=C(O)c1cccnc1CN1CCc2c([nH]c3ccccc23)C1	-15	-2	-4
O=C(c1cc2ccccc2oc1=O)n1cncn1	-7	-5	2
COC(=O)c1ccc(CN2CCN(c3cc(C)ccc3OC)C(=O)C2C)cc1 (stereo not given)	-7	-7	-1
Cc1c(C(=O)Nc2nc3c(s2)CCCC3)[nH]c2c1C(=O)CC(C)(C)C2	x	-12	5
CC(C)(C)c1ccc(CN2c3cccc4cccc(c34)S2(=O)=O)cc1	x	-6	-3
CN(C)c1ccc(/C=C2\C(=O)NC(=O)N(c3ccccc3)C2=O)cc1	-7	-8	1
CC(=O)c1c(C)[nH]c(C(=O)C(C)Sc2nnc(C3CC3)n2C2CC2)c1C (stereo not given)	x	-5	8
CNS(=O)(=O)c1ccc2c(c1)N(c1cc(Cl)nc(C)n1)CC2	x	-9	2
Cc1ccsc1[C@@H]1CCN(Cc2cc(C#CCO)cs2)C[C@H]1O	-13	-3	8
Cc1cc(C)cc(-c2nc3ccccn3c2NC(=O)C2CCCC2)c1	-6	-7	13
Cc1noc(C)c1C(=O)N1CCC1(C)C(=O)NS(=O)(=O)c1ccc(Cl)cc1 (stereo not given)	x	-7	2
Cc1ccc(C(=O)Nc2ccc(Nc3ccc(-n4cccn4)nn3)cc2)c(C)c1	-10	-6	-4
CCC(=O)N1CCC(=NNc2ccccc2C(=O)O)CC1	x	-1	-2
CCOc1ccc(S(=O)(=O)N2CCN(c3cccc(C)c3C)CC2)cc1	-4	-4	3
COc1cccc(CO[C@]2(C(=O)NCC3CCCO3)CC(OCc3c(F)cccc3F)[C@H](O)[C@H](O)C2)c1 (stereo not given in full)	-5	-5	34
Cc1cc(NC(=O)Cc2ccc(F)cc2)n(-c2ncnc3c2cnn3-c2ccc(Cl)cc2)n1	-9	-7	3
O=C(Cn1nc2c(c1NC(=O)COc1ccc(Cl)cc1)CSC2)NCCc1ccccc1	2	4	-4
O=[N+]([O-])c1ccc(Cl)c(CN2CCCn3cccc3C2c2ccc(Cl)c(Cl)c2)c1 (stereo not given)	-5	-5	20
CCn1ncnc1CN1CCCC(CNC(=O)NC2CCCC2)C1 (stereo not given)	x	2	1
CCN(CC)c1ncccc1CNCc1cccc2c1OCO2	x	-9	1
Cc1nc2ccccc2nc1N1CCN(C(=O)c2c(F)c(F)c(F)c(F)c2F)CC1	-6	-5	4
O=C(c1cccc(Br)c1)N(CC(=O)N1CCc2sccc2C1COc1ccccc1F)C1CC1 (stereo not given)	-6	-2	-3
CCn1nnnc1SCSc1nnnn1CC	x	5	2
O=S(=O)(c1cccs1)N1CCN2C[C@@H](CO)[C@H](c3ccccc3)[C@H]2C1	-2	-11	4
Cn1ccsc1=NC(=O)c1cccc(NC(=O)C2Cc3ccccc3O2)c1 (stereo not given)	x	-2	-1
CC(=O)CSc1nc(C)nc2sc3c(c12)CCC3	x	-3	13
CCCC(=O)N=c1sc2cc(F)cc(F)c2n1C	-5	0	2
COc1cccc(-n2c(=O)c3ccc(Cl)cc3n(C(C)C(=O)NCc3ccco3)c2=O)c1 (stereo not given)	-10	-5	19
O=C(COC(=O)CN1C(=O)NC2(CCCC2)C1=O)NC1CCCC1	-7	-7	-1
O=C(c1ccccn1)N1CCN(Cc2sc3ccccc3c2Cl)CC1	x	-5	2
COCCNC(=O)[C@@]1(OCc2ccccc2C)CC(OCc2cccc(Cl)c2)[C@H](O)[C@H](O)C1 (stereo not given in full)	-2	2	-3
CCC1C(=O)C(c2ccccn2)C(=N)N1c1ccccc1 (stereo not given)	-9	-6&-5	2&-3
C=CCNc1nc(C(=O)OCC(=O)c2ccc[nH]2)cs1	-4	-6	1
COc1ccc2cc(C=C(C#N)c3ccccn3)ccc2c1	x	-14	3

13 of the compounds above, with bars between the fields:
mol | mcGAS lum | hcGAS inh | NPYLR7 agonist
COc1cccc(CO[C@]2(C(=O)NCC3CCCO3)CC(OCc3c(F)cccc3F)[C@H](O)[C@H](O)C2)c1 (stereo not given in full) | -5 | -5 | 34
Cc1cc(NC(=O)Cc2ccc(F)cc2)n(-c2ncnc3c2cnn3-c2ccc(Cl)cc2)n1 | -9 | -7 | 3
O=C(Cn1nc2c(c1NC(=O)COc1ccc(Cl)cc1)CSC2)NCCc1ccccc1 | 2 | 4 | -4
O=[N+]([O-])c1ccc(Cl)c(CN2CCCn3cccc3C2c2ccc(Cl)c(Cl)c2)c1 (stereo not given) | -5 | -5 | 20
CCn1ncnc1CN1CCCC(CNC(=O)NC2CCCC2)C1 (stereo not given) | x | 2 | 1
CCN(CC)c1ncccc1CNCc1cccc2c1OCO2 | x | -9 | 1
Cc1nc2ccccc2nc1N1CCN(C(=O)c2c(F)c(F)c(F)c(F)c2F)CC1 | -6 | -5 | 4
O=C(c1cccc(Br)c1)N(CC(=O)N1CCc2sccc2C1COc1ccccc1F)C1CC1 (stereo not given) | -6 | -2 | -3
CCn1nnnc1SCSc1nnnn1CC | x | 5 | 2
O=S(=O)(c1cccs1)N1CCN2C[C@@H](CO)[C@H](c3ccccc3)[C@H]2C1 | -2 | -11 | 4
Cn1ccsc1=NC(=O)c1cccc(NC(=O)C2Cc3ccccc3O2)c1 (stereo not given) | x | -2 | -1
CC(=O)CSc1nc(C)nc2sc3c(c12)CCC3 | x | -3 | 13
CCCC(=O)N=c1sc2cc(F)cc(F)c2n1C | -5 | 0 | 2

Other results follow.
SMILES	mcGAS lum	hcGAS inh	NPYLR7 agonist
COCCn1c(SCc2cccc(C)c2)nc2c([nH]c3ccccc32)c1=O	-5	-4	3
O=C(NNc1cc(N2CCOCC2)nc(N2CCOCC2)n1)c1ccc([N+](=O)[O-])cc1	x	-7	-3
CC(=O)N1CCc2cc(NC(=O)COc3cc(C)ccc3C)ccc21	x	-6	1
COC(=O)N(C)CC(=O)Nc1ccc(CC(=O)N(C)c2ccccc2)cc1	x	-3	4
O=C(CCn1nnnc1CN1CCOCC1)N1CCCCC1CCc1ccccn1 (stereo not given)	-4	-8	-3
